tim10-1 inh: growth inhibitors of tim10-1 mutant yeast; inhibition, % at 20 µM; S. cerevisiae tim10-1 ts strain growth, BacTiter-Glo, 24 h; AID 463190; 2.2% of 330,000 active;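 active = inhibition of at least 40%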;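 note: mutant grown at 25 °C; 0% = DMSO wells with yeast and 100% = wells holding no yeast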
CXCR6 inh: CXCR6 (human) receptor inhibition. inhibition, % at 20 µM. 0.36% of 360,000 active. O00574. CHO-K1 PathHunter CXCR6 beta-arrestin, luminescence; in the data active = inhibition above about 34%, passing the limit was not always enough;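 note: antagonist mode with CXCL16 agonist at 10 nM final; 0% = 10 nM CXCL16 with DMSO and 100% = unstimulated wells without agonist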
Target sequence (O00574 whole entry, looked up): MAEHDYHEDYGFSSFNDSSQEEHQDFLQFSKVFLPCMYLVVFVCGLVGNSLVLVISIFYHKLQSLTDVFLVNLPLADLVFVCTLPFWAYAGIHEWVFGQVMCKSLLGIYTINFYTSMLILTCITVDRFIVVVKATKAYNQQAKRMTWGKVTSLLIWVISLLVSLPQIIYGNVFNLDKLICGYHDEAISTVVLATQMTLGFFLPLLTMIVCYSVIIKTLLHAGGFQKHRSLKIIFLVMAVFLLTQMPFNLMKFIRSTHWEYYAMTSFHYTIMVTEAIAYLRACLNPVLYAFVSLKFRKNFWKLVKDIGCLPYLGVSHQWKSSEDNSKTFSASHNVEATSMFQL
APJ ag: APJ receptor agonism; AID 2520; CHO-K1 APJ PathHunter beta-arrestin, luminescence; 0% DMSO wells, 100% apelin; P35414; activation, % at 20 µM; 0.11% of 330,000 active;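 active = activation more than six SD over the plate average, tested at 20 µM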;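 note: 0% = DMSO alone and 100% = apelin-13 at 10 nM; some results filed as inactive read as strong as hits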
Target sequence (P35414 whole entry, looked up): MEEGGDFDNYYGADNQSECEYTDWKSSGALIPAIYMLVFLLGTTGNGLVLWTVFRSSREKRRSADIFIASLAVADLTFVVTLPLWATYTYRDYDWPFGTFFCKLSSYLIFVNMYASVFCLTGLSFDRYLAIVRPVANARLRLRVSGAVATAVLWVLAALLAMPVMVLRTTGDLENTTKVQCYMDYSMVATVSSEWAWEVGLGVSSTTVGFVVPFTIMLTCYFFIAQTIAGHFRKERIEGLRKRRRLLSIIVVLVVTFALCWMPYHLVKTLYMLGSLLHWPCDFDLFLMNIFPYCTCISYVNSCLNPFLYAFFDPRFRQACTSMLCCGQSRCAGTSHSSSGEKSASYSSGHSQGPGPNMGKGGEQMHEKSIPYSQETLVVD
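Test system: CHO-K1 APJ beta-arrestin complementation cell line | Compound: Single test compound dose, 20 µM final, 1% DMSO | Incubation: Compound 90 min 25 °C, reagent 1 h | Measured by: beta-gal luminescence | Read-out basis: APJ–arrestin association signal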
Mdm2 MdmX PPI: human Mdm2/MdmX binding inhibition; AID 485346; SaOS-2 split-luciferase Mdm2/MdmX complementation, luminescence; inhibition, % at 8 µM; 3% of 330,000 active; O15151+Q00987;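 active = inhibition of at least 50% at 8 µM in the primary screen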
CHOP UPR activ: activators of apoptotic arm of unfolded protein response (CHOP). 0.34% of 330,000 active. AID 449763. CHO-CHOP luciferase reporter, UPR activation, luminescence; percent of tunicamycin response over DMSO baseline. activation, % at 10 µM;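 active = at 10 µM dose, activation of 40% or more, normalized to positive control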;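 note: 100% = tunicamycin at 10 µg/mL and 0% = DMSO alone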
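assay system = CHO CHOP reporter cells | amount = 500 CHO-CHOP cells per well | buffer or medium = F12 with 10% FBS | incubation = 16-18 h cell attachment, then 6 h compound exposure, 37 °C | detection = luminescence read with Steady-Glo | read-out = percent activation relative to tunicamycin control | controls = tunicamycin high control, DMSO low control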
XBP1 UPR activ: activators of adaptive arm of unfolded protein response (XBP1). CHO-XBP1 luciferase reporter, IRE1-XBP1 UPR activation, luminescence; percent of tunicamycin response, DMSO as zero. activation, % at 20 µM. 0.33% of 330,000 active. AID 463104;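 active = versus positive control, 20 µM dose yields 30% or more activation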;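 note: 100% = tunicamycin at 10 µg/mL and 0% = DMSO only wells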
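Signal: luciferase luminescence; Assay system: CHO-XBP1 luciferase reporter cells; Amount: one thousand reporter cells per well; Dosing: 20 µM single concentration, DMSO 1%; Benchmarks: high control tunicamycin 10 µg/mL final, low control DMSO vehicle only; Schedule: 6 h compound exposure at 37 °C, 5% CO2; Evaluation: percent activation relative to tunicamycin reference.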
TIM10 inh: growth inhibitors of TIM10 yeast strain; 1.4% of 330,000 active; S. cerevisiae TIM10 strain growth, BacTiter-Glo luminescence, 24 h; inhibition, % at 10 µM;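 active = inhibition of 40% or more at the single tested concentration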;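 note: wild-type TIM10 isogenic control strain grown at permissive 25 °C; 0% = DMSO yeast wells and 100% = minimal medium wells without yeast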
APJ antag: APJ receptor antagonism | P35414 | CHO-K1 APJ beta-arrestin complementation, luminescence | inhibition, % at 20 µM | 0.32% of 330,000 active | AID 2521;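 active = inhibition above about 40% at 20 µM, limit read from the data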;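 note: cells challenged with 10 nM apelin-13 agonist together with compound; plate controls were apelin-13 plus DMSO wells for no effect and DMSO wells lacking apelin-13 for full effect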
tim23-1 inh: inhibits growth of tim23-1 mutant yeast | inhibition, % at 20 µM | S. cerevisiae tim23-1 growth, BacTiter-Glo luminescence, 24 h | 1.3% of 330,000 active;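 active = growth inhibition of the mutant yeast at or above 50%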;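 note: temperature-sensitive mutant grown at 25 °C; plate controls were DMSO-treated mutant yeast for no effect and medium wells lacking yeast for full effect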
The depositor's hits bear a star; · = not tested or not shown. Not all compounds are listed, so the mix of outcomes need not match the whole.

SMILES | tim10-1 inh | CXCR6 inh | APJ ag | Mdm2 MdmX PPI | CHOP UPR activ | XBP1 UPR activ | TIM10 inh | APJ antag | tim23-1 inh
CCn1c(C(C)C)n[nH]c1=S | 1 | 4 | -2 | -46 | -1.8 | -3 | 6 | 1 | 1
CCOC(=O)c1cc(C)nc(Sc2ccc(C)cc2)c1C#N | 29 | -2 | -6 | 24 | -0.7 | 1 | 6 | -3 | 21
O=C(Cc1ccc(S(=O)(=O)N2CCOCC2)s1)Nc1cc(C(F)(F)F)cc(C(F)(F)F)c1 | 14 | -14 | -3 | 56* | 1.2 | 2 | -9 | -32 | 8
C[N+](C)(C)C[C@H](O)CC(=O)O | -17 | -6 | 2 | -28 | -2.2 | -6 | 0 | 5 | -12
Cc1ccc(-c2nnc(-c3cccc(Br)c3)o2)cc1 | 40 | 0 | -3 | -224 | 8.8 | 0 | 20 | 16 | 8
COc1cccc(-n2c(COc3ccccc3C)nnc2SCC(=O)O)c1 | -1 | 0 | 4 | 9 | -1.6 | -6 | 3 | 0 | 8
Cc1nn(C2CCS(=O)(=O)C2)c(C)c1CN(C)C(=O)c1ccccc1 (stereo unspecified) | -14 | -8 | -2 | 9 | 1.5 | 2 | -7 | -5 | -9
O=[N+]([O-])c1cccnc1N1CCC(c2cc(-c3ccc(Cl)cc3)n[nH]2)CC1 | 43* | 8 | -1 | 54* | 2.4 | 0 | 49* | 17 | 14
O=C(COC(=O)Cc1n[nH]c(=O)c2ccccc12)NNC(=O)c1ccc(Cl)cc1 | -7 | 13 | -2 | 5 | -1.5 | 6 | -3 | 29 | 7
N=c1c2c3c(sc2ncn1CCN1CCOCC1)CCCCC3 | 12 | -24 | 0 | 10 | 1.4 | 2 | -3 | 4 | 4
CC(C)(C)c1ccc(/C=N/NC(=O)C[n+]2ccccc2)cc1 | 20 | 5 | -1 | 16 | -0.6 | -2 | -16 | -9 | 2
COc1ccc(-c2ccc(=O)n(CC(=O)NCC3COCCO3)n2)cc1 (stereo unspecified) | -23 | 4 | 4 | 10 | 2.2 | 4 | -11 | 11 | -13
CCOC(=O)N1CCC(NS(=O)(=O)c2ccc(C)cc2)CC1 | -5 | 5 | -3 | 19 | -0.1 | -2 | -7 | 3 | -9
O=C(Cn1ncc2c(=O)oc3ccccc3c21)N1CCCN(Cc2ccccc2F)C1 | 14 | -6 | 7 | 1 | 1.5 | 1 | -10 | 21 | 14
O=C(CN1CCN(S(=O)(=O)c2ccc(Cl)cc2)CC1)Nc1ccc(N2CCOCC2)cc1 | 1 | -2 | 3 | -3 | -1.5 | -3 | 0 | 11 | 9
COc1ccc(N(CC(=O)N2CCN(c3ccc(Cl)cc3)CC2)S(=O)(=O)c2c(C)n[nH]c2C)cc1 | -7 | -2 | -2 | 17 | 2.2 | -3 | 7 | 10 | 3
COCCNC(=S)N(CCc1c(C)[nH]c2ccc(F)cc12)Cc1cccnc1 | 17 | -6 | -2 | -7 | -1.0 | 3 | 1 | -3 | 20
COc1cc(CC(NC(C)=O)C(=O)NC2CCN(C(=O)Nc3ccccc3C)CC2)cc(OC)c1 (stereo unspecified) | 15 | 1 | -3 | 5 | 2.4 | -4 | -7 | 4 | 2
CSc1ncccc1-c1nc2ccccc2[nH]1 | 26 | 2 | -3 | -13 | 1.8 | 0 | 23 | 8 | 29
c1ccc(Cn2nnc3c(N4CCCCCC4)ncnc32)cc1 | 19 | 13 | 1 | 10 | 0.5 | 1 | -8 | 9 | 22
COc1ccc(NC(=O)C2CC(=O)N(c3cccc(C)c3C)C2)cc1 (stereo unspecified) | 13 | -9 | 7 | 6 | 1.0 | 2 | 5 | -4 | 6
COc1ccccc1C(=O)NCCC(=O)Nc1ccc(S(=O)(=O)N2CCC(C)CC2)cc1 | 16 | 3 | 0 | -17 | -0.9 | -1 | 5 | 11 | 22
O=C1Nc2cccnc2Sc2ccccc21 | -5 | 0 | 1 | 14 | -0.3 | 4 | 1 | 9 | 2
Cc1onc(-c2ccccc2)c1C(=O)Nc1sccc1C#N | 16 | 5 | -2 | -8 | -0.5 | -1 | 20 | 11 | 28
Cc1cc(=O)n2[nH]c(-c3ccco3)nc2n1 | -8 | 6 | 0 | 32 | -0.6 | 2 | -2 | 4 | 8
CCc1cc(=O)oc2cc(OCC(=O)NCc3ccccn3)ccc12 | 17 | 2 | 3 | 12 | 0.2 | 0 | -1 | -19 | 14
O=C(c1ccco1)c1cn(CC(=O)N2CCCC2)c2ccccc12 | -5 | 0 | -1 | 8 | 0.0 | 0 | -6 | 21 | 1
COc1ccc(C2C(C#N)=C(C)NC3=C2S(=O)(=O)c2ccccc23)cc1 (stereo unspecified) | 15 | 15 | 11 | -3 | 1.5 | 2 | 9 | 9 | 14
CC(OC(=O)C1CC=CCC1C(N)=O)C(Cl)=C(Cl)Cl (stereo unspecified) | 20 | 6 | -3 | -8 | -2.0 | -3 | 16 | 7 | 7
O=C(Nc1ccc(S(=O)(=O)N2CCOCC2)cc1)c1cccc(Br)c1 | 13 | -10 | 2 | -1 | 2.1 | -5 | 22 | 3 | 32
O=C(CSc1nnc(-c2ccco2)n1CC1CCCO1)c1ccccc1 (stereo unspecified) | 25 | 4 | 2 | -33 | 4.0 | 0 | 17 | 17 | 24
CCN(CC)S(=O)(=O)c1ccc(-c2nnc(SCC(=O)c3ccc(OC)cc3)o2)cc1 | -11 | 3 | -4 | 16 | -1.2 | 3 | -3 | 1 | 4
COc1ccc(-c2cc(C(=O)N3CCc4ccccc4C3)no2)cc1OC | 39 | 2 | -1 | -28 | -0.7 | -1 | 23 | 25 | 24
CCc1ccc(N2C(=O)C(Cl)=C(Nc3ccc(C(=O)N4CCCC4)cc3)C2=O)cc1 | 30 | 4 | 4 | 95* | 104* | -6 | 50* | 6 | 34
COc1ccc2nc(NC(=O)Cc3cccs3)sc2c1 | 8 | -8 | -2 | -112 | 2.7 | 2 | 5 | 5 | 20
COC(=O)c1ccccc1S(=O)(=O)NNC(=O)c1ccccc1-n1cccc1 | -4 | 11 | -2 | 13 | -1.1 | -4 | -4 | 26 | 4
CCOC(=O)C1CCN(C(=O)Nc2ccc3nc(C)c(C)nc3c2)CC1 | -5 | 2 | -1 | 14 | 1.2 | 4 | 2 | -6 | 1
CCC(=O)OCC(=O)Nc1cc(S(=O)(=O)N(C)C)ccc1Cl | 16 | 3 | -2 | 5 | 0.3 | -1 | -8 | 3 | 16
CN1CC(=O)NC1=NC(=O)c1cc(F)c(F)cc1Cl | -14 | -17 | -2 | 19 | -2.1 | -4 | 1 | 21 | -4
Cc1ccc(S(=O)(=O)N2CCC3(CC2)OCCO3)c(C)c1 | 17 | -16 | -4 | 33 | -1.3 | -3 | 20 | 9 | 24
Cc1ccc2nc(-c3ccsc3)c(NC3CCCC3)n2c1 | 30 | -16 | 1 | -2 | 2.0 | -1 | 20 | 8 | 6
CCCCCCC(NC(=O)Cc1ccc2ccccc2c1)C(=O)O (stereo unspecified) | 0 | -6 | · | 19 | 1.6 | 0 | -7 | · | 21
COc1cc(C(=O)NCc2nnc(SCC(=O)N3CCOCC3)o2)cc(OC)c1OC | -2 | 2 | -3 | 13 | -2.0 | 2 | 13 | -2 | 4
COc1ccc(S(=O)(=O)N2CCOCC2)cc1NC(=O)C1COc2ccccc2O1 (stereo unspecified) | 20 | 2 | 3 | -28 | 0.5 | 0 | 6 | -14 | 15
CN(C)C(=O)CSc1nnc(Cc2ccc3c(c2)OCO3)o1 | 11 | 8 | -3 | 16 | 1.4 | -1 | -3 | 9 | -5
O=C(NCCO)C(=O)NCC1OCCCN1S(=O)(=O)c1cc(F)ccc1F (stereo unspecified) | 10 | 7 | -7 | 10 | -1.1 | -1 | 0 | 16 | 8
O=[N+]([O-])c1ccc(Cl)c(-c2ccc(/C=N/n3cnnc3)o2)c1 | 0 | 1 | 1 | 10 | -1.5 | 0 | 5 | -2 | 4
CCN1CCN(C(=O)C(C)Nc2ccc(OC)cc2OC)CC1 (stereo unspecified) | 6 | 4 | -3 | 14 | -2.1 | -2 | -9 | -42 | 1
O=C(Nc1n[nH]c(=S)s1)c1ccc2ccccc2c1 | 25 | -12 | 3 | -146 | 3.8 | -3 | 12 | -12 | 22
COc1ccc(/C(C)=N/Nc2nc3ccccc3nc2C)cc1OC | 37 | 25 | -2 | 15 | -0.4 | 12 | 31 | 19 | 28

Compound profiles (already shown).
O=C(CN1CCN(S(=O)(=O)c2ccc(Cl)cc2)CC1)Nc1ccc(N2CCOCC2)cc1 in the list: tim10-1 inh: 1; CXCR6 inh: -2; APJ ag: 3; Mdm2 MdmX PPI: -3; CHOP UPR activ: -1.5; XBP1 UPR activ: -3; TIM10 inh: 0; APJ antag: 11; tim23-1 inh: 9
Cc1ccc(-c2nnc(-c3cccc(Br)c3)o2)cc1 in the list: tim10-1 inh: 40; CXCR6 inh: 0; APJ ag: -3; Mdm2 MdmX PPI: -224; CHOP UPR activ: 8.8; XBP1 UPR activ: 0; TIM10 inh: 20; APJ antag: 16; tim23-1 inh: 8
COc1cc(C(=O)NCc2nnc(SCC(=O)N3CCOCC3)o2)cc(OC)c1OC in the list: tim10-1 inh: -2; CXCR6 inh: 2; APJ ag: -3; Mdm2 MdmX PPI: 13; CHOP UPR activ: -2.0; XBP1 UPR activ: 2; TIM10 inh: 13; APJ antag: -2; tim23-1 inh: 4
